# Source: PubChem BioAssay
# Mtb RmlCD inh = M. tuberculosis RmlC/RmlD coupled enzyme inhibitors, primary screen, biochemical, compound mixtures, 384-well, from 1536-well plates; dTDP-4-dehydrorhamnose reductase (Mycobacterium tuberculosis (strain ATCC 25618 / H37Rv)) …; RmlC+RmlD coupled enzyme assay, percent inhibition; primary screen in compound mixtures; inhibition, % at 3.6 µM; hit rate 0.03% among 160,000; in the data active = inhibition mostly above about 34%, no sharp cut-off; note: some results filed as inactive read as strong as hits
# Target sequence (P9WH09 whole entry, looked up): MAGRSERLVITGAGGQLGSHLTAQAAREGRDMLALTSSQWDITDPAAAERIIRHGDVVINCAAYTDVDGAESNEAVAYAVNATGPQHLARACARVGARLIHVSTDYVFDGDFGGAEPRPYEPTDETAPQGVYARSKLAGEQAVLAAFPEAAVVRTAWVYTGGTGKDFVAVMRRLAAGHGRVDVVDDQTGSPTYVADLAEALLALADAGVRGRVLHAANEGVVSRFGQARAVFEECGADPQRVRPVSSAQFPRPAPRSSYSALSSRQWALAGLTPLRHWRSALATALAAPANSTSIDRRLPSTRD
# Target sequence (P9WH11 whole entry, looked up): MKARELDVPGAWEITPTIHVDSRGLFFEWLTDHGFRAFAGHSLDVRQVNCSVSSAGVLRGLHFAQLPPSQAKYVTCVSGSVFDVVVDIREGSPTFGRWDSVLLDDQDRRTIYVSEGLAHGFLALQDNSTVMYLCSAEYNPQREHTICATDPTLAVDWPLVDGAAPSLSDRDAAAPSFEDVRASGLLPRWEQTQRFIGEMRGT
# M. tuberculosis GlmU = inhibition of mycobacterial GlmU enzyme – biochemical, glucosamine-1-phosphate acetyltransferase (AID 1376); Bifunctional protein GlmU (Mycobacterium tuberculosis (strain ATCC 25618 / H37Rv)); M. tuberculosis GlmU acetyltransferase enzyme assay; higher % means a stronger effect; inhibition, %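 (tested at 30 µM in the primary screen)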, or IC50 in µM where a hit was titrated; hit rate 0.25% among 220,000; in the data active = inhibition above about 13%;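 note: 0% = complete reaction with vehicle and 100% = reaction without substrate; strong numbers were not always called active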
# The depositor's hits bear a star; · = no result given; & = joins results of further samples.
# Preview, four compounds:
SMILES	Mtb RmlCD inh	M. tuberculosis GlmU
O=C(CN1CCCC1)N1CCN(c2ccccc2)CC1	·	-3.3%
CCCNc1nc(C)cc(-c2cc(C(=O)Nc3ccccc3)on2)n1	·	2.1%
Cc1ccc(N/C(N)=N/c2nc(CSc3ccc(C)cc3)cc(=O)[nH]2)cc1	2	·
Cc1c(O)c2ccccc2oc1=O	3	1.8%

# The listing, repeating the preview:
SMILES	Mtb RmlCD inh	M. tuberculosis GlmU
O=C(CN1CCCC1)N1CCN(c2ccccc2)CC1	·	-3.3%
CCCNc1nc(C)cc(-c2cc(C(=O)Nc3ccccc3)on2)n1	·	2.1%
Cc1ccc(N/C(N)=N/c2nc(CSc3ccc(C)cc3)cc(=O)[nH]2)cc1	2	·
Cc1c(O)c2ccccc2oc1=O	3	1.8%
COC(=O)COn1c(-n2nc(C)cc2C)nc2ccccc2c1=O	-10	2.1%
COc1ccc(-c2c3c([nH]c(=S)c2C#N)CCC3)cc1	-36	2.1%
O=C(CC1NC2CCCCC2NC1=O)Nc1ccc2c(c1)OCO2 (stereo not drawn)	·	4.3%
CCC(=O)NC(=S)Nc1ccccc1C(=O)OC	-6	0.7%
S=C(Nc1ccc(N2CCOCC2)cc1)Nc1ccc2snnc2c1	-2	-6.5%
COc1cc2c(cc1OC)C(C(=O)Nc1cccc(C)n1)C(c1cccnc1)N(C)C2=O (stereo not drawn)	-10	-3.2%
COc1ccc(NC(=O)Cc2coc3cc(C)ccc23)cn1	-4	5.0%
CCOc1ccc(C(=O)NC(Cc2ccccc2)C(=O)OC)cc1 (stereo not drawn)	·	6.5%
COc1cc(OC)cc(C2C(C#N)=C(N)Oc3n[nH]c(-c4cccnc4)c32)c1 (stereo not drawn)	2	0.5%
Cc1cc(C)nc(NC2=NCC(=O)N2c2ccccc2)n1	4	4.0%
S=C(NCCc1ccccc1)NCC(c1ccco1)N1CCCCC1 (stereo not drawn)	·	-4.1%
O=C(CCCc1nc2ccccc2s1)NCc1ccc(F)cc1	-3	-5.9%
O=S(=O)(NCc1cccnc1)c1ccc(Br)s1	-11	0.8%
COc1ccc(OC)c2sc(Cl)nc12	·	1.9%
Cc1ccc(OCC(O)Cn2c(NCCc3ccccc3)nc3c2c(=O)[nH]c(=O)n3C)cc1 (stereo not drawn)	12	-1.9%
O=C(NCc1cccnc1)C1CCCN(S(=O)(=O)c2ccc(Br)cc2)C1 (stereo not drawn)	-5	2.7%
Cc1cccc(NCCC(=O)c2ccc([N+](=O)[O-])cc2)c1C	-13	-1.6%
O=c1c2ccccc2nc(-c2ccco2)n1Cc1ccccc1	10	-1.3%
COc1ccc(/C=C2\Sc3ccc(C(=O)N4CCc5ccccc5C4)cc3N(C)C2=O)cc1	5	1.6%
O=C(O)CCCN=Cc1c(O)c2ccccc2oc1=O	9	1.7%
COc1ccc(/C=N/NC(=O)c2cccnc2)cc1CN1CCN(c2ccc(F)cc2)CC1	·	-5.2%
Cc1c(NC(=O)NC2CCCCC2)cccc1[N+](=O)[O-]	-10	-1.4%
COc1ccc(NC(=O)C2=NNC(=O)CC2)cc1S(=O)(=O)N1CCCCC1	·	-5.6%
CN=C1CN(O)C(c2ccccc2)=c2cc(Cl)ccc2=N1	·	5.3%
c1ccc(C(c2nnnn2C2CCCC2)N2CCCCCC2)nc1 (stereo not drawn)	·	-3.0%
Cc1nc(NC(=O)c2ccc(-c3cc4ccccc4oc3=O)cc2)ccc1Br	17	2.9%
c1ccc2c(-c3nnc4n3CCCCC4)c[nH]c2c1	·	-1.1%
CC(C)N1C(=S)SC2CS(=O)(=O)C=C21 (stereo not drawn)	·	-1.2%
CCN1CCN(C(CNS(=O)(=O)c2cccs2)c2cccnc2)CC1 (stereo not drawn)	6	6.0%
Cc1nnc(N/N=C/c2cc(C)n(-c3ccc(F)cc3)c2C)n1N	·	-1.2%
Cc1ccccc1OCc1nc(-c2ccc(NC(=O)c3ccc4c(c3)OCO4)cc2)no1	9	4.3%
COc1ccc2c(c1)c(C(=O)CN1CCC3(CC1)OCCO3)c(C)n2Cc1ccccc1	-9	-7.5%
O=C(NCC1CCCO1)c1csc2c1CCCCC2 (stereo not drawn)	·	4.5%
CCN(C(=O)c1cc2c(=O)[nH]c3ccc(C)cc3c2s1)c1ccccc1F	-4	1.0%
Cc1c(NC(=O)CSc2n[nH]c(=O)n2-c2ccccc2)c(=O)n(-c2ccccc2)n1C	·	-2.9%
NS(=O)(=O)c1cc2c(cc1Cl)NC(CSCc1ccccc1)=NS2(=O)=O	·	-0.6%
O=C(O)CCN1C(=O)C2C3CC(C2C1=O)C1C(c2ccccc2)c2sc(=O)[nH]c2SC31 (stereo not drawn)	-2	-7.1%
CCOc1ccc(NC(=O)c2ccccc2NC(=O)CN(C)CC(=O)Nc2ccc(C)cc2)cc1	-4	-1.9%
COc1ccc(NC(=O)CSc2nnc(CNC(=O)c3ccco3)o2)cc1	7	-3.0%
Cc1ccc(N2C(=N)SCC2=O)cc1Cl	-8	1.1%
O=C(O)CCC(=O)NNC(=O)c1cccc(Cl)c1	11	7.1%
COc1ccc(/C=N/NC(=O)c2ccc(Br)cc2)cc1CN1CCOCC1	5	-2.9%
Cc1ccc(C2=NN(C(=O)CN3C(=O)c4ccccc4S3(=O)=O)C(c3ccco3)C2)cc1 (stereo not drawn)	-3	-3.2%
Cc1ccc(CN(C)C(=O)c2ccccc2Oc2ccccc2)o1	-12	1.4%
COC(=O)C(C)n1cnc2c(cnn2-c2ccc(Cl)cc2)c1=O (stereo not drawn)	-10	0.3%
CC1(c2nnc(-c3cccc(Cl)c3)o2)CC(c2ccc(Cl)cc2)=NO1 (stereo not drawn)	·	-7.2%

# Going on with the list:
SMILES	Mtb RmlCD inh	M. tuberculosis GlmU
COc1ccccc1N/N=C/c1ccc2c(c1)OCO2	-18	1.7%
O=C1CCCc2oc3c(cc(NS(=O)(=O)c4ccc5c6c(cccc46)C(=O)N5)c4ccccc43)c21	-7	-1.8%
Nc1c(C(=O)Nc2ccccc2)c2nc3ccccc3nc2n1CCCN1CCOCC1	·	-0.3%
CC1CCCCN1S(=O)(=O)c1ccc(S(=O)(=O)N(CC(=O)Nc2ccccc2)Cc2cccs2)cc1 (stereo not drawn)	·	-3.9%
CCOc1ccccc1NC(=O)Nc1cccc(S(N)(=O)=O)c1	·	8.4%
O=[N+]([O-])c1ccc(Sc2ccccc2Cl)nc1	·	1.6%
COc1ccc(/C=C/c2nnc(NC(=O)COc3cccc(C)c3)s2)cc1	-5	-3.7%
COc1ccccc1-c1cn[nH]c(=S)n1	-5	2.9%
CC(C)Oc1nc(-c2ccc(Cl)cc2)nc2ccccc12	2	-3.3%
Cc1ccc2nc(N(CCCN(C)C)C(=O)c3ccco3)sc2c1	0	-1.2%
O=C(O)c1ccc(S(=O)(=O)c2ccc3c(c2)C(=O)N(NC(=O)c2ccccc2)C3=O)cc1	-3	-1.9%
CCOCCCn1c(=S)[nH]c2cc(C(=O)NCCCN(CC)CC)ccc2c1=O	4	-0.9%
CN1CCN(CCCNC(=O)C2CC(=O)N(C3CCCCC3)C2)CC1 (stereo not drawn)	8	6.6%
COC(=O)c1cc2c(ccn2-c2ccc(F)cc2)n1Cc1cccc(OC)c1	-10	-0.9%
O=C(O)c1ncc(Cl)c(Cl)c1Cl	10	0.5%&3.0%
Cc1ccc([N+](=O)[O-])cc1NC(=O)CCCOc1ccccc1	-5	1.3%
O=[N+]([O-])c1cccn2cc(-c3ccc(Br)cc3)nc12	·	0.3%
Brc1cccc(CNCCCN2CCOCC2)c1	-12	2.2%
Cc1oc(C)c(C(=O)O)c1COc1ccc(C(=O)O)cc1	·	-7.8%
COc1cccc(/C=N/NC(=O)CCc2n[nH]c(=O)[nH]c2=O)c1O	-9	2.0%
O=C(CSc1nnc(CNc2ccc(F)cc2)o1)c1ccccc1	-8	0.4%
CC(C)OC(=O)/C(=C/c1ccc2c(c1)c1ccccc1n2C)NC(=O)c1ccccc1	-9	-0.6%
CCC(C)C1N=C(c2ccccc2)c2cc(Cl)ccc2N(CC(=O)NCc2ccco2)C1=O (stereo not drawn)	2	2.6%
O=C(Nc1ccc(C(F)(F)F)cc1)c1cc(-c2cccnc2)nc2ccc(Br)cc12	·	4.1%
COc1ccc(N=C2C(=Nc3ccc(OC)cc3)N(c3ccc(N(C)C)cc3)C(=S)N2c2ccc(OC)cc2)cc1	-5	-2.3%

# Remaining list, next part
SMILES	Mtb RmlCD inh	M. tuberculosis GlmU
Cc1cc(C)c(C(=O)COC(=O)c2cccnc2Cl)c(C)c1	-12	-5.6%
Nc1cc(N2CCOCC2)c(Cl)cc1[N+](=O)[O-]	-10	2.6%
COc1ccc(S(=O)(=O)Cc2ccc(C(=O)N3CCCC3)o2)cc1	-4	8.0%
Cc1cc(NC(=O)CSc2nc3cc(C(=O)NCCCOC(C)C)ccc3c(=O)n2Cc2ccco2)no1	-6	-2.8%
CC(C)(C)C(=O)COC(=O)CCc1nc2ccccc2[nH]c1=O	-8	-3.5%
NC(=O)N/N=C/C=C/c1ccccc1	·	-3.2%
CCn1c(=O)cc(SCC(=O)NCc2ccco2)c2ccccc21	·	-0.5%
O=C(Cn1cnc2c(cnn2-c2ccc(Cl)cc2)c1=O)N1CCN(c2ccccc2)CC1	-8	1.4%
CCOc1ccc(-n2nnc3c(=O)n(CC(=O)N4CCCc5ccccc54)cnc32)cc1	·	1.8%
CN(C)S(=O)(=O)N1CCCC(C(=O)c2ccc(-c3ccccc3)c(F)c2)C1 (stereo not drawn)	-10	0.9%
COc1ccc(Cl)cc1NC(=O)C1CCCN(c2cc(C)nc3ncnn23)C1 (stereo not drawn)	2	0.1%
O=C(c1ccoc1)N1CCC(CO)(CCc2ccccc2)CC1	5	1.1%
Cc1ccc(-c2cc(C(=O)NCc3ccccn3)c3ccccc3n2)cc1C	9	-5.6%
CCN(NC(=O)C(O)(c1ccccc1)c1ccccc1)C(=O)c1ccccc1	7	-2.8%
CCN(CC)C(=O)CSc1nnc2nnc3cc(C)ccc3n12	-7	-2.3%
N#CC1=C(N)OC2=C(C(=O)CCC2)C1c1ccccc1 (stereo not drawn)	·	8.8%
COc1ccccc1NS(=O)(=O)c1ccccc1C#N	3	7.8%
CCOC(=O)c1sc(C)c2c1NC(C)(c1cccs1)NC2=O (stereo not drawn)	65	-1.9%
CCOC(=O)C(C)(C)Sc1nc2c(cnn2-c2ccc(Cl)cc2)c(=O)[nH]1	-44	2.2%
COC(=O)CC1C(=O)NCCN1C(=O)Nc1ccccc1 (stereo not drawn)	-2	-2.1%
CCOC(=O)C1=C(C)NC(C)=C(C(=O)OCC)C1C(=O)OC1CCOC1=O (stereo not drawn)	·	-6.1%
COc1ccc2[nH]cc(C(=O)CN3CCC(C)CC3)c2c1	·	1.9%
CC(C)OC(=O)c1ccc(N)cc1	-2	-5.2%
Cc1cccc(NC(=S)NNC(=O)CCn2cc(C)cn2)c1	·	4.5%
CCOC(=O)c1c(C)oc2cc(Br)c(O)c(Br)c12	-6	7.3%
C/C(CC(=O)Nc1ccccn1)=N\NC(=O)c1ccc(C)cc1	·	-5.4%
CCC(=O)NC(=S)N1CCN(c2ccc([N+](=O)[O-])cc2Cl)CC1	·	4.1%
Cc1nn(C)c(C)c1NC(=O)Nc1ccc(Cl)c(Cl)c1	-5	3.4%
COc1cc(CCC(=O)OCC(=O)NCC2CCCCC2)cc(OC)c1OC	38	1.4%
Cc1ccc(CCNC(=O)C2CCC(=O)N2C(C)C)cc1 (stereo not drawn)	0	2.0%
CCn1c(C(C)NC(=O)c2ccc(OC)c(OC)c2)nc2ccccc21 (stereo not drawn)	·	0.1%
CN(CCc1cnn(C)c1)Cc1cn[nH]c1-c1ccc(-c2ccccc2)cc1	10	1.2%
Cc1ccc(OCCCC(=O)Nc2ccc(N3CCOCC3)cc2)c(C)c1	·	-4.3%
CCSc1nc2c(c(=O)[nH]1)C(c1cccnc1)C(C(=O)OC(C)C)=C(C)N2 (stereo not drawn)	·	-2.2%
COc1ccc(C2SCC(=O)N2c2c(C)n(C)n(-c3ccccc3)c2=O)cc1 (stereo not drawn)	·	1.4%
CCCCC1(C)NC(=O)N(CC(=O)Nc2ccc(S(=O)(=O)N3CCOCC3)cc2)C1=O (stereo not drawn)	21	6.8%
CCOC(=O)c1cnn(-c2nc(C)cc(C)n2)c1N	·	4.7%
O=C1C=C(c2ccc(Cl)cc2)OC2(CCCC2)O1	66	-0.1%
COCc1ccc(CN2CCCC(CO)(Cc3cccc(OC)c3)C2)o1 (stereo not drawn)	·	-0.7%

# Sorted by length of the SMILES (high to low): some entries from above
SMILES	Mtb RmlCD inh	M. tuberculosis GlmU
CCSc1nc2c(c(=O)[nH]1)C(c1cccnc1)C(C(=O)OC(C)C)=C(C)N2 (stereo not drawn)	·	-2.2%
COc1ccc(C2SCC(=O)N2c2c(C)n(C)n(-c3ccccc3)c2=O)cc1 (stereo not drawn)	·	1.4%
CN(CCc1cnn(C)c1)Cc1cn[nH]c1-c1ccc(-c2ccccc2)cc1	10	1.2%
CCn1c(C(C)NC(=O)c2ccc(OC)c(OC)c2)nc2ccccc21 (stereo not drawn)	·	0.1%
Cc1ccc(OCCCC(=O)Nc2ccc(N3CCOCC3)cc2)c(C)c1	·	-4.3%
CCOC(=O)c1cnn(-c2nc(C)cc(C)n2)c1N	·	4.7%

# A portion of the library; count on the stated rates, not on these rows.
